Screens as filed in PubChem BioAssay.
Dynein transport: inhibitors of GR-EGFP nuclear translocation, primary screen, dynein cargo transport inhibitor project, imaging, high-content, 3617.4 mouse cells; test concentration mostly 20 µM; stimulated with dexamethasone, 1 µM; active compounds read low; z-score, hits read low; hit rate 0.47% among 220,000; AID 1381, 2008;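 active = plate z-score of nuclear minus cytoplasmic receptor signal below a set negative limit, without overly bright fluorescence or cell loss, cut at about -3.5 in these data, passing the limit was not always enough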;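 also: z-score of nuclear minus cytoplasmic ring GR-EGFP intensity difference per well; some compounds called inactive have numbers as strong as hits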
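medium = tetracycline-free induction medium containing charcoal-stripped FBS | also added = 1.0 µM final dexamethasone stimulus | schedule = 48 h induction, 1 h compound, 30 min dex at 37 °C | technique = fixed, Hoechst-stained cells imaged at 10x for EGFP | measure = GR-EGFP nuclear translocation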
Insulin prom up: insulin promoter activators in MIN6 cells, imaging, high-content screening, mouse beta cells; MIN6 insulin promoter-GFP reporter; active compounds read high; hit rate 0.3% among 190,000; z-score at 5 µM;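 active = z-score above 3 at 5 µM with at least 500 cells counted in the well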
ER stress rescue: rescue of cells from ER stress-induced death, primary screen, 384-well, CSM14.1, thapsigargin, ATP luminescence (AID 1222); CSM14.1 thapsigargin-induced death rescue, ATP luminescence; higher % means a stronger effect; cellular ATP content (survival), % at 20 µM; hits with a dose series show EC50 in µM; 190,000 tested, under 10 active;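 active = EC50 below 50 µM in the dose-response confirmation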;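 also: death triggered by thapsigargin at about 15 µM added after 2 h compound pretreatment; cell ATP read after overnight thapsigargin exposure of roughly 18 to 22 hours; normalized against plate controls of thapsigargin alone and 5% DMSO vehicle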
T cell HTS: modulators of CD8 T cell-vesicle binding, primary screen, mouse 2C CD8+ T cells, flow cytometry | calls only at 7 µM | hit rate 0.068% among 330,000 | 2C CD8+ T cell-vesicle binding; active compounds read low;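 active = response, share of CD8 T cells binding vesicles, and their 90th percentile fluorescence all below set limits, cut at about 80% in these data, passing the limit was not always enough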
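Test system: purified 2C TCR transgenic mouse naive CD8+ T cells. Probe or stimulus: QL9-peptide-loaded Drosophila micro-vesicles bearing Ld, ICAM-1 and B7-1. Incubation: binding step 1.5 h, 37 °C, antibody labelling 20 min, ice. Measured by: flow cytometry of vesicle-bound cells.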
Autophagy HCS: autophagy modulators in MEF cells, primary screen, imaging, high-content, MEF GFP-LC3 | calls only at 10 µM (by protocol) | AID 463193, 2010 | MEF GFP-LC3 puncta imaging; test concentration mostly 10 µM | hit rate 0.98% among 190,000;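 active = percentage of spot-positive cells more than 3 SD above its plate mean, without a fluorescence outlier flag or 80% toxicity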;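 also: spot-positive cell cutoff set from DMSO-treated cells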
b-catenin transl: modulators of beta-catenin nuclear translocation, primary screen, imaging, HeLa cells, immunofluorescence, high-content. hit rate 0.3% among 190,000. nuclear translocation activity, % at 5 µM;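 active = nuclear translocation activity above 50% at 5 µM, with a well cell count of 50 or more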;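 also: per-cell ratio of nuclear to cytoplasmic median beta-catenin stain intensity; plate controls were DMSO negative control for no effect and GSK-3 inhibitor IX positive control for full effect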
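assay system = human HeLa cells, endogenous beta-catenin | times = compound treatment 24 h, 37°C, 5% CO2 | detection = Anti-beta-catenin immunofluorescence on PFA-fixed, Triton-permeabilized cells, DAPI nuclei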
Salmonella PhoP GFP: inhibitors of PhoP regulon expression, primary screen, Salmonella Typhimurium, GFP reporter (AID 1863); S. Typhimurium PhoP-regulated promoter GFP reporter, 4 h; higher % means a stronger effect; inhibition, % at 50 µM, or IC50 in µM where a hit was titrated; hit rate 0.16% among 300,000;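 active = inhibition over 29.93%, a cutoff 3 SD above the screen mean, later confirmed by dose response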;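 also: 0% = low Mg2+ inducing control and 100% = high Mg2+ repressing control; strong numbers were not always called active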
MT stabilize HCS: microtubule stabilizers in HeLa cells, primary screen, imaging, high-content imaging; HeLa tubulin immunostaining HCS, 24 h; share of cells brighter than vehicle mean+2SD; hit rate 0.83% among 200,000; AID 2205, 2009; % tubulin-high responders, % at 10 µM;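 active = plate Z-score above 3 for both tubulin-high and condensed-nucleus cell shares, with cell loss under 80%, at 10 µM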;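 also: anti alpha tubulin signal scored within the nucleus-defined area of each cell; some results filed as inactive read as strong as hits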
Hep lipid drop: inhibitors of hepatocyte lipid droplet formation, primary screen, imaging, high-throughput imaging, BODIPY stain. hit rate 0.4% among 240,000. AML12 mouse hepatocytes, oleate lipid droplets. inhibition, % at 6.5 µM. AID 1656, 2009;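 active = lipid droplet intensity inhibited by at least 50%, with more than 500 cells counted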
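Assay system: AML12 hepatocytes (mouse) / Also added: 100 µM oleic acid challenge / Times: overnight treatment with compound plus oleate / Detection: high-content imaging of BODIPY-stained droplets and DAPI nuclei / Evaluation: % inhibition of lipid droplet signal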
Dynein transport cytoplasmic EGFP: recorded beside Dynein transport, whose call it bears; z-score; measured here: cytoplasmic GR-EGFP intensity; active compounds read high
Dynein transport nuclear GR-EGFP: recorded beside Dynein transport, whose call it bears; z-score; measured here: nuclear GR-EGFP intensity;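 lower value marks the stronger effect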
Dynein transport cell count: recorded beside Dynein transport, whose call it bears; z-score; measured here: cell count per field
Insulin prom up cell count: second read-out of Insulin prom up, no call of its own (marks repeat the call); cell count; measured here: cytotoxicity, nuclei count;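 total cells summed across four imaged fields per well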
Hep lipid drop cells 6.5 µM: second read-out of Hep lipid drop, no call of its own (marks repeat the call); cell count; measured here: cell count, cytotoxicity flag;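 cells counted across two imaged fields per well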
b-catenin transl cell count 5 µM: recorded beside b-catenin transl, whose call it bears; cell count; measured here: cell count, cytotoxicity flag
T cell HTS vesicle-bound %: second read-out of T cell HTS, no call of its own (marks repeat the call); double positive events, %; measured here: CD8+ vesicle-bound cell fraction;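 binding gate set so that unloaded-vesicle control wells show 10% double positive cells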
MT stabilize HCS Hoechst-high %: also measured in MT stabilize HCS; calls as there; % Hoechst-high responders; measured here: nuclear condensation Hoechst responders;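 share of cells brighter than vehicle mean plus two SD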
MT stabilize HCS cytotoxicity %: further read-out of MT stabilize HCS, marked with its call; toxicity, %; measured here: cytotoxicity by cell density;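 0% = mean cell density of plate MIN control wells and 100% = no cells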
Autophagy HCS cell loss 18 h: second read-out of Autophagy HCS, no call of its own (marks repeat the call); toxicity, %; measured here: cell loss, nuclei count;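 cell loss after 18 h compound exposure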
* = called active by the depositor; i = inactive; / = no result given; + = active, no number. Rows are unselected. Share with any hit: about 3%.

cpd	mol	Dynein transport	Dynein transport cytoplasmic EGFP	Dynein transport nuclear GR-EGFP	Dynein transport cell count	Insulin prom up	Insulin prom up cell count	ER stress rescue	T cell HTS	T cell HTS vesicle-bound %	Autophagy HCS
1	N#CCSc1nnc(-c2ccccc2)c(-c2ccccc2)n1	0.3	-0.38	0.49	0.78	-0.28	1238	-0.1%	i	32	i
2	Cc1cc(NC(=O)c2cccc(F)c2)ncc1NC(=O)c1ccco1	0.18	-0.29	0.35	0.68	-0.27	1071	-1.4%	i	32	i
3	CN1CCN(CCP(=O)(c2ccccc2)c2ccccc2)CC1	-0.69	-0.17	-0.3	0.4	-0.11	1989	-0.7%	i	5	i
4	COc1ccccc1OCCCC(=O)Nc1ccc([N+](=O)[O-])cc1Br	-0.4	-0.27	-0.21	0.64	-0.57	1631	0.2%	i	6	i
5	Nc1cc2nn(-c3ccccc3)nc2cc1Cl	0.53	-0.29	0.3	0.22	-0.15	1173	-3.9%	/	/	i
6	COc1cccc(N2CCN(C(=O)NC3CCCCC3)CC2)c1	-0.88	-0.27	-0.83	0.46	1	1246	1.6%	i	47	i
7	CCOC(=O)COc1c(OC)cc(Cl)cc1C1Nc2ccccc2C(=O)N1c1ccc(F)cc1 (stereo unspecified)	-0.48	-0.21	-0.77	-0.26	/	/	0.9%	i	25	i
8	O=C1Cn2c(nc3ccccc32)N1c1ccccc1F	-0.82	-0.23	-0.43	-0.089	0.91	1319	4.6%	i	38	i
9	CCn1cc(-c2cc(C(F)(F)F)n3nc(C(=O)O)cc3n2)c(C)n1	0.95	-0.2	0.65	-0.61	0.42	1394	-0.1%	i	59	i
10	O=C(c1ccco1)N1CCN(C(=S)Nc2cccc([N+](=O)[O-])c2)CC1	-0.79	-0.24	-0.4	0.29	-0.21	1526	1.2%	i	57	i

cpd	Autophagy HCS cell loss 18 h	b-catenin transl	b-catenin transl cell count 5 µM	Salmonella PhoP GFP	MT stabilize HCS	MT stabilize HCS Hoechst-high %	MT stabilize HCS cytotoxicity %	Hep lipid drop	Hep lipid drop cells 6.5 µM
1	13	-2.3	870	2%	4.7	1.4	2.0	/	/
2	5	/	/	-1%	2.0	1.4	5.1	/	/
3	4	-1.8	1043	7%	3.1	1.6	6.6	3	612
4	-36	-1.4	1056	9%	3.6	1.9	4.9	1	620
5	14	1.0	1006	-3%	5.3	1.6	9.8	29	776
6	0	/	/	-4%	5.1	2.9	1.3	33	741
7	19	/	/	-5%	2.0	1.3	7.5	/	/
8	-12	3.8	1143	-4%	3.3	2.2	6.0	0	739
9	-10	-1.8	968	-9%	3.6	2.8	6.5	/	/
10	-37	-3.8	1049	-7%	1.3	1.0	8.2	4	639

Sorted by value in T cell HTS vesicle-bound % (high to low): some entries from above
| nr | compound | Dynein transport | Dynein transport cytoplasmic EGFP | Dynein transport nuclear GR-EGFP | Dynein transport cell count | T cell HTS | T cell HTS vesicle-bound % | Salmonella PhoP GFP | MT stabilize HCS Hoechst-high % |
| --- | --- | --- | --- | --- | --- | --- | --- | --- | --- |
| 8 | O=C1Cn2c(nc3ccccc32)N1c1ccccc1F | -0.82 | -0.23 | -0.43 | -0.089 | i | 38 | -4% | 2.2 |
| 7 | CCOC(=O)COc1c(OC)cc(Cl)cc1C1Nc2ccccc2C(=O)N1c1ccc(F)cc1 (stereo unspecified) | -0.48 | -0.21 | -0.77 | -0.26 | i | 25 | -5% | 1.3 |
| 4 | COc1ccccc1OCCCC(=O)Nc1ccc([N+](=O)[O-])cc1Br | -0.4 | -0.27 | -0.21 | 0.64 | i | 6 | 9% | 1.9 |

Next compounds
cpd	mol	Dynein transport	Dynein transport cytoplasmic EGFP	Dynein transport nuclear GR-EGFP	Dynein transport cell count	Insulin prom up	Insulin prom up cell count	ER stress rescue	T cell HTS	T cell HTS vesicle-bound %	Autophagy HCS
11	Cc1cccc(S(=O)(=O)Nc2ccc(-c3nc4ccc(C)cc4s3)cc2)c1	-0.52	-0.24	-0.49	0.69	/	/	-3.9%	i	38	i
12	CCCC(=O)c1c[nH]c(C(=O)NCCCN2CCOCC2)c1	0.46	-0.23	-0.056	0.26	2.3	1452	-2.2%	i	37	i
13	CCCCNC(=O)C1CCN(c2nc(OC)nc(OC)n2)CC1	1.2	-0.088	0.57	-0.65	/	/	-2.6%	i	22	i
14	COc1ccc(-c2cnn(C3CCS(=O)(=O)C3)c2N)cc1 (stereo unspecified)	-1.5	1.5	-0.55	1.1	1.4	864	-1.5%	i	53	i
15	COc1ccc(S(=O)(=O)NCC2CCCN(C(=O)c3cccnc3)C2)cc1 (stereo unspecified)	-0.91	-0.36	-0.38	0.97	0.7	1518	-0.5%	i	34	i
16	Cc1cccc(N(CC(=O)NCc2ccc3c(c2)OCO3)C(=O)CCC(=O)Nc2ccccn2)c1	-0.62	-0.18	-0.19	-0.21	-0.55	1138	3.0%	i	32	i
17	CC(C)OC(=O)C(=O)NNc1ccccc1	1	0.098	2.1	-2	0.66	1478	-2.8%	i	46	i
18	O=C1CN(c2nc(-c3cccs3)nc3sc4c(c23)CCCC4)CCN1	0.43	-0.31	0.7	-0.28	-0.74	1562	-0.9%	i	55	+
19	COC(=O)/C(=N/Nc1ccccc1C)Sc1nnc(C(O)c2ccccc2)n1-c1ccccc1 (stereo unspecified)	-0.5	-0.28	-0.43	0.61	0.34	1317	-2.6%	i	44	i
20	O=C(COC(=O)CCN1C(=O)c2cccc([N+](=O)[O-])c2C1=O)NC1CCS(=O)(=O)C1 (stereo unspecified)	-1.4	-0.2	-0.91	0.51	-0.19	1195	-1.0%	i	39	i

cpd	Autophagy HCS cell loss 18 h	b-catenin transl	b-catenin transl cell count 5 µM	Salmonella PhoP GFP	MT stabilize HCS	MT stabilize HCS Hoechst-high %	MT stabilize HCS cytotoxicity %	Hep lipid drop	Hep lipid drop cells 6.5 µM
11	-2	0.5	974	-1%	2.9	3.3	4.2	-16	499
12	14	-0.3	1317	31%	0.9	1.5	8.8	/	/
13	4	-0.9	619	-1%	4.5	1.8	6.2	2	731
14	-6	/	/	8%	1.1	1.2	1.7	15	797
15	-14	0.1	1051	-4%	3.2	2.3	7.2	5	690
16	-4	-1.4	1105	5%	2.1	1.6	12	/	/
17	21	3.8	933	13%	1.2	2.3	7.0	-1	612
18	3.6*	-1.3	1008	2%	3.4	3.2	5.0	-20	740
19	1	0.8	850	-24%	3.4	2.9	5.8	-10	646
20	-11	0.1	1100	5%	2.0	2.0	1.9	6	689

Next results follow:
cpd	mol	Dynein transport	Dynein transport cytoplasmic EGFP	Dynein transport nuclear GR-EGFP	Dynein transport cell count	Insulin prom up	Insulin prom up cell count	ER stress rescue	T cell HTS	T cell HTS vesicle-bound %	Autophagy HCS
21	Cc1ccc(-n2c(N)c(C(=O)NCc3cccnc3)sc2=S)cc1	-0.16	0.062	0.27	0.65	1.2	1568	-1.1%	i	47	i
22	CC(=O)NC(Cc1ccccc1)C(=O)OCC(=O)c1ccc(Br)cc1 (stereo unspecified)	-0.046	-0.29	-0.41	0.52	0.24	1283	6.6%	i	24	i
23	O=C(CCC1CCCN(Cc2ccc3c(c2)OCCO3)C1)NCc1ccccc1F (stereo unspecified)	-0.5	-0.19	-0.29	0.17	-0.76	1114	/	i	38	/
24	COCCN1C=C(C(=O)OC)C(c2ccc(Cl)cc2)C(C(=O)OC)=C1	0.16	-0.36	-0.53	0.65	0.05	1520	-0.8%	i	2	i
25	Cn1c(C(=O)O)c(CC(=O)Nc2ccc(F)cc2F)c2ccccc21	-0.035	-0.24	0.15	-0.65	-0.02	966	-0.6%	i	39	i
26	COc1ccc(C(=O)c2ccc(N3CCN(C4CC(=O)NC4=O)CC3)cc2)cc1F (stereo unspecified)	0.08	-0.28	0.15	-0.29	1.1	1174	-2.8%	i	47	i
27	O=c1ccnc(NCCc2ccccc2)[nH]1	-1	-0.25	-1.1	0.41	0.21	1141	-2.9%	i	43	i

cpd	Autophagy HCS cell loss 18 h	b-catenin transl	b-catenin transl cell count 5 µM	Salmonella PhoP GFP	MT stabilize HCS	MT stabilize HCS Hoechst-high %	MT stabilize HCS cytotoxicity %	Hep lipid drop	Hep lipid drop cells 6.5 µM
21	10	-0.9	1293	1%	2.3	1.5	0.2	/	/
22	-9	-1.6	943	-9%	3.5	2.4	2.6	19	598
23	/	0.7	1296	-10%	/	/	/	14	724
24	3	-0.5	1501	1%	3.5	1.3	5.7	-12	678
25	-15	0.6	1071	-11%	2.7	2.1	7.1	/	/
26	1	-2.5	1183	-9%	1.5	2.0	24	-1	711
27	0	0.7	1122	22%	2.5	1.3	8.0	-1	752
